Screening results: PubChem, Fisher Drug Discovery Resource Center
mcGAS MS inh = mouse cGAS inhibition by mass spec | Q8C6L5 | recombinant mouse cGAS, cGAMP by RapidFire MS | inhibition, % at 12.5 µM | actives 0.18% (n = 130,000);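 active = inhibition of cGAS enzyme activity at or above 60%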;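 note: enzyme stimulated by 45 bp dsDNA with ATP and GTP substrates; cGAMP share of summed cGAMP plus half ATP and half GTP signals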
Target sequence (Q8C6L5 whole entry, looked up): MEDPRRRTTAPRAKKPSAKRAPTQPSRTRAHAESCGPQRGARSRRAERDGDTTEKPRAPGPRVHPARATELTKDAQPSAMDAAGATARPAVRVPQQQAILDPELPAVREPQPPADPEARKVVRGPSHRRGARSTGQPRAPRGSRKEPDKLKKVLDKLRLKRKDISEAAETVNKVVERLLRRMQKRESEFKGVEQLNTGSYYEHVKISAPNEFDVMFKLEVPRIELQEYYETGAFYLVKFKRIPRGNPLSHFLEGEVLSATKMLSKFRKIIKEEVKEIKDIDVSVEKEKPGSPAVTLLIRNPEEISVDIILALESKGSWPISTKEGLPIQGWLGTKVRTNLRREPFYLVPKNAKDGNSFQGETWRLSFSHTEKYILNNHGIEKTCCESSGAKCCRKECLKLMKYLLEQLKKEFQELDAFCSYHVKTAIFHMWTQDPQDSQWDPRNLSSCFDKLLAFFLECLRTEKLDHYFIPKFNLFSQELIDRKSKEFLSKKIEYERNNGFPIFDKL
The depositor's hits bear a star; & = joins results of further samples. Some of the compounds tested; rates above refer to the full screens.

SMILES	mcGAS MS inh
O=C(CSc1cccc[n+]1[O-])N1c2ccccc2Sc2ccccc21	-4
CC1CCC2(CC1)NC(=O)N(NC(=S)NC1CC3CCC1C3)C2=O (centres undefined)	-11
CC(C)(N)COc1ncc(Cl)cc1Cl	-19
Cc1cc(C)n(CCCNC(=O)N2CC3CC4CC(C3)CC2C4)n1	0
CNc1ccc(O)cc1	-7
CCS(=O)(=O)c1ccc(C)c(C)c1	7
COC(=O)c1ccc(C(=O)NC2CC(=O)N(Cc3cccc(F)c3)C2)cc1 (centres undefined)	-13
CSc1ccc(NC(=O)C2CC2)nn1	8
Cc1cc(C)cc(OCC(=O)NC(C)c2ccc(-n3ccnc3)cc2)c1 (centres undefined)	-8
Cc1nn(C)c2ncc(C(=O)NC3CCCCC3CNC(=O)OC(C)(C)C)cc12 (centres undefined)	3
O=C(Nc1ccnn1Cc1ccccc1Cl)C1Cc2cc(Cl)ccc2O1 (centres undefined)	-3
O=C(NC1(c2nn[nH]n2)CCCC1)c1ccc2ccccc2c1	-3
O=S(=O)(NCC1(c2ccccc2)CCOCC1)c1ccc(Cl)s1	-4
CN(C)C(=O)COC(=O)c1ccc(-c2ccc(C(=O)OCC(=O)N(C)C)s2)s1	6
O=c1oc2ccccc2n1CCN1CCCC2(CCNC2)C1 (centres undefined)	-4
COCC(C)n1c(C)cc(-c2csc(N)n2)c1C (centres undefined)	4
COc1cccc(C2C3=C(CCCC3=O)N(c3ncn[nH]3)C(=N)C2C#N)c1 (centres undefined)	4
CCOc1ccc(CN2CCN(C)C3(CCN(C)CC3)C2)c(OCC)c1C	-8
CCSc1nnc(SCC(=O)Nc2ccc(C)c([N+](=O)[O-])c2)s1	-1
CC(NC(=O)C1(C)CCCCC1)C1CC2CCC1C2 (centres undefined)	-7
CCCc1cc(NC(=O)CCl)n(-c2ccccc2)n1	-7
COCCCn1c(-c2ccccc2)nc2oc3cc(OC)ccc3c(=O)c2c1=O	4
Cn1c(=S)n(-c2ccc([N+](=O)[O-])cc2[N+](=O)[O-])c2ccccc21	-19
COc1cccc(C(c2c(O)cc(C)n(Cc3ccco3)c2=O)N2CCC(C)CC2)c1 (centres undefined)	-8
CC(C)CNC(=O)NNC(=O)c1cccn(Cc2cccc(Cl)c2)c1=O	-3
Cc1c(C(=O)N(C)C)c(C(F)(F)F)nn1C1CCCN(C)C1 (centres undefined)	-13
CC(=O)Nc1cccc(C(=O)NC(C)c2cnn(-c3ccccc3C)c2C)c1 (centres undefined)	-2
CCn1ncnc1C1CC(=O)Nc2n[nH]c(-c3cccs3)c21 (centres undefined)	-18
Clc1cnc(N2CCN(Cc3ccccc3Cn3cccn3)CC2)nc1	-7
Cn1nc(C(=O)Nc2ccc(-n3cccn3)cc2C(F)(F)F)ccc1=O	-17
CCOC(=O)c1cccc(OS(=O)(=O)Cc2ccccc2)c1	-6
O=C(NCC1CCN(C(=O)C(Cl)(Cl)Cl)CC1)C(Cl)(Cl)Cl	1
CSc1ccccc1NC(=O)CCC(=O)N1C[C@H](O)[C@@H](N2CCCCC2)C1	-28
Cc1ccc2c(C)c(C(=O)N3CCCC(CN4CCOCC4)C3)oc2c1C (centres undefined)	7
Cc1ccc(C(=O)NCc2ccc(S(N)(=O)=O)cc2)cc1	-15
COc1ccc(OC)c(CN(CCO)C(=O)c2ccsc2)c1	3
CCSc1ncc(CN2CCN(c3nc(C)ncc3C)CC2)cn1	-9
Cc1nc2nc(-c3cccs3)[nH]n2c(=O)c1C1CCS(=O)(=O)C1 (centres undefined)	18
O=C(NCCOc1ccc(F)cc1)C1CCN(Cc2nc3ccccc3[nH]2)CC1	-5
COC(=O)c1[nH]ncc1CN(C)Cc1cc(-c2ccccc2)no1	-8
COCc1cc(CNC(=O)c2csc(-c3cccs3)n2)[nH]n1	-30
Cc1nc(CNc2nc(-c3ccc(Cl)cc3)nc3c2CNC3)cs1	-10
COc1cccc(F)c1-c1c(-c2ccccc2)ncn1CCc1cn[nH]c1	-21
Cc1ccc(N2CC(C(=O)N(C)Cc3cnn(C)c3)CC2=O)c(F)c1 (centres undefined)	-30
O=C(Nc1ccccc1N1CCOCC1)c1ccc(Br)cc1F	-5

Three entries out of the list, sorted by length of the SMILES, low to high.
SMILES	mcGAS MS inh
CC(C)(N)COc1ncc(Cl)cc1Cl	-19
O=S(=O)(NCC1(c2ccccc2)CCOCC1)c1ccc(Cl)s1	-4
Cc1ccc2c(C)c(C(=O)N3CCCC(CN4CCOCC4)C3)oc2c1C (centres undefined)	7

Further records
SMILES	mcGAS MS inh
CCN1CCN(c2nc(C)c3cc4c(cc3n2)CCC4)CC1	-8
O=c1c2ccsc2ncn1Cc1cc2c(cc1Br)OCCO2	-1
O=C(CSc1nccc(=O)[nH]1)CSc1nccc(=O)[nH]1	-8
COc1ccc(N(C)C(=O)c2sc(Cl)nc2C)cc1	-12
COc1cc(Cl)c(C)cc1NC(=O)C(C)OC(=O)c1ccc2c(c1)CCC(=O)N2 (centres undefined)	5
O=C(NC1CCCN(c2ccccc2)C1=O)c1ccc2nccn2c1 (centres undefined)	-2
COc1cccc(C2Nc3ccccc3-c3nc4ccccc4n32)c1 (centres undefined)	-2
CNC(=O)CN(C)C(=O)c1cc(C)n(-c2ccc(Br)cc2)c1C	2
COc1ccc(OC)c(S(=O)(=O)NC(=O)C2(C)CCN2C(=O)Cc2ccc(Cl)cc2Cl)c1 (centres undefined)	-4
Cc1c(C(=O)NCC(C)C)sc(=O)n1Cc1ccc(S(C)(=O)=O)cc1	2
O=S(=O)(c1ccc(N2CCCC2c2ccc3c(c2)OCCCO3)nc1)N1CCOCC1 (centres undefined)	1
CCOC(=O)C1=C(COc2ccccc2C#N)NC(=O)NC1c1cccs1 (centres undefined)	-3
Cc1cccc(C(C(=O)NCc2noc(-c3ccco3)n2)N(C)C)c1 (centres undefined)	-27
CC1(C(=O)NS(C)(=O)=O)CCN1C(=O)Cc1ccc(-c2ccccc2)cc1 (centres undefined)	-4
COCc1cccc(C(=O)Nc2ccc(C(C)(C)C)cc2)c1	-17

No new results follow: an excerpt of the list.
SMILES	mcGAS MS inh
O=C(NCCOc1ccc(F)cc1)C1CCN(Cc2nc3ccccc3[nH]2)CC1	-5
COC(=O)c1[nH]ncc1CN(C)Cc1cc(-c2ccccc2)no1	-8
COCc1cc(CNC(=O)c2csc(-c3cccs3)n2)[nH]n1	-30

Carrying on.
SMILES	mcGAS MS inh
CNS(=O)(=O)c1ccc(C(=O)NC(C)C)o1	-6
CCN(CC)C(=O)CCC(=O)Nc1ccc(C(C)(C)C)nn1	0
CC(C)(C)NC(=O)CN1CCC(CNCc2cccc(C#N)c2)CC1	-10
O=C(CCc1cc2ccccc2o1)NC1=NCCS1	-12
CCc1cc(CN2CCN(C)CC2)c(NC(=O)c2ccccc2)s1	-6
COC(=O)c1cccc(Oc2ccccc2C(C)=O)c1	-9
O=C1C(Cc2ccccc2)N=C2c3ccccc3N=C(SCc3cc(=O)n4ccccc4n3)N12 (centres undefined)	-1
COc1cccc(C=C2SC(=S)NC2=O)c1O	52
Cc1ccc(CN(Cc2ccc3c(c2)OCO3)C(=O)CNCCCN2CCOCC2)o1	-3
Cc1nc2n(n1)C(=O)C(C(c1cccc(Cl)c1)N1CC(C)CC(C)C1)S2 (centres undefined)	-11
CN(C(=O)CCN1Cc2ccccc2C1=O)C1CCCN(CCc2ccccc2)C1 (centres undefined)	-15
N#CCN(CC(=O)Nc1sccc1C(N)=O)C1CCCC1	-23
CC(NS(=O)(=O)N(C)C1CCCCC1)c1ccc(OCc2cccnc2)cc1 (centres undefined)	-5
COc1ccc(F)c(CN2CCC(NS(C)(=O)=O)CC2)c1Cl	-7
Cc1nnc(SCC(=O)NC23CC4CC(CC(C4)C2)C3)s1	-2
O=C(Cc1noc2ccccc12)NCc1ccccc1-n1ccnc1	-12
Cn1c(=O)c2c(SCC(=O)Nc3nccs3)nc(-c3ccccc3)nc2n(C)c1=O	5
Cc1nn(-c2ccccc2)c2c1C(O)n1c(nc3ccccc31)S2 (centres undefined)	46
Cc1nccc(C(=O)Nc2ccc3c(c2)CCCN3C)n1	-8
O=C(NCCC1=CCCCC1)c1ccc(CSc2ncn[nH]2)o1	0
O=C1CCC(C(=O)N(Cc2ccco2)C2(C(=O)NC3CCCC3)CCCCC2)N1 (centres undefined)	1
CN(Cc1ccccc1NC(=O)C1Cc2ccccc2S1)C1CCCCC1 (centres undefined)	-4
Cc1ccc(CC(=O)NC2(c3ccc(Br)cc3)CC2)cn1	1
Cc1cccc(NC(=O)NCCS(=O)(=O)c2c(C)n(C)c3ccccc23)c1	-4
Cn1c(=O)n(C)c2cc(NS(C)(=O)=O)c(NCc3ccccc3)cc21	18
O=C(Cc1cc(-c2ccccc2)on1)Nc1cnn(CC(F)F)c1	-2
CC(Cn1ccnc1)NC(=O)N(Cc1ccoc1)C1CCCCC1 (centres undefined)	-5
CCOC(=O)N1CCC(NC(=O)C(=O)Nc2ccc(OC)c(Cl)c2)CC1	-7
COc1ccc(NC(=O)N2CCC3(CCCNC3)C2)c(C)c1 (centres undefined)	-1
CN(C)C(=O)c1ccc(NC(=O)CCc2ccco2)cc1	1
CN(CC1CCCN(CCc2ccccc2F)C1)C(=O)c1cccnc1 (centres undefined)	-14
O=C(NCc1ccnc(N2CCCC2)c1)N1CCc2ccccc2C1	-16
N#Cc1ccc(COc2cccc[n+]2[O-])cc1	-5
CSc1ccccc1OCc1cc(C(=O)N2CCc3sccc3C2)no1	-9&-6
Cc1ccccc1C1(C(=O)NCC2COc3ccccc3O2)CCOCC1 (centres undefined)	5
Cc1ccc(-n2ncc3c(=O)n(NC(=O)c4ccco4)cnc32)cc1	-7
COc1cc(Br)c(CCNC(=O)COc2cccc(F)c2)cc1OC	-7
CCn1ccc(=O)n(Cc2cc(C)cc(C)c2)c1=O	-5
Cc1ccccc1C1CN(C(=O)NCc2ccc(O)c(F)c2)CCO1 (centres undefined)	-16
N#Cc1ccsc1NC(=O)Cc1ccccc1C(F)(F)F	-11
Cc1nnc(SCC(=O)c2c(N)n(C3CC3)c(=O)[nH]c2=O)s1	3
CCN1CCCC1CN(CC1CCN(CCOC)CC1)C(=O)c1ccc(Cl)c(F)c1 (centres undefined)	-14
COc1ccccc1CNC(=O)C(C)N1CCN(C2CCSC2)CC1 (centres undefined)	-3
O=C(CN1CCCCC1)C12CC3CC(CC(C3)C1)C2	-3
COc1cccc(CN2CCC2(C)C(=O)Nc2cccc(Oc3ccccc3)c2)c1OC (centres undefined)	-14

Reprinted from the part before: 2 entries, then new ones.
SMILES	mcGAS MS inh
O=C(CN1CCCCC1)C12CC3CC(CC(C3)C1)C2	-3
COc1cccc(CN2CCC2(C)C(=O)Nc2cccc(Oc3ccccc3)c2)c1OC (centres undefined)	-14
CN(c1c([N+](=O)[O-])ncn1C)C1CCCCC1	9
COC(=O)C1Cc2ccccc2N1C(=O)CC1C=CS(=O)(=O)C1 (centres undefined)	-4
O=C1CC(Cc2ccc(C(=O)NCc3ccsc3)cc2)C(=O)N1 (centres undefined)	-3
CC(=O)NCC1CN(C(=O)COc2ccc(CC#N)cc2)CCO1 (centres undefined)	-7
CCCSc1ncc(CN2CCN(C)C(=O)C2C)cn1 (centres undefined)	-16
CN=c1scc(-c2cc(C)n(-c3ccc(S(N)(=O)=O)cc3)c2C)n1C	0

Copied from the list:
Cc1cc(C)n(CCCNC(=O)N2CC3CC4CC(C3)CC2C4)n1 in mcGAS MS inh is entered as 0
CCOc1ccc(CN2CCN(C)C3(CCN(C)CC3)C2)c(OCC)c1C in mcGAS MS inh is entered as -8
